From PubChem
FBA Mtb inh: Mtb FBA enzyme inhibitors, primary screen, biochemical, fluorescence, strain H37Rv. purified M. tuberculosis FBA, fluorescence read-out. actives 2.3% (n = 360,000). Fructose-bisphosphate aldolase (Mycobacterium tuberculosis (strain ATCC 25618 / H37Rv)), …. inhibition, % at 1 µM. AID 588726, 2011; in the data active = inhibition above about 27%;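 note: 0% = vehicle and 100% = reference inhibitor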
Target sequence (P9WQA3 whole entry, looked up): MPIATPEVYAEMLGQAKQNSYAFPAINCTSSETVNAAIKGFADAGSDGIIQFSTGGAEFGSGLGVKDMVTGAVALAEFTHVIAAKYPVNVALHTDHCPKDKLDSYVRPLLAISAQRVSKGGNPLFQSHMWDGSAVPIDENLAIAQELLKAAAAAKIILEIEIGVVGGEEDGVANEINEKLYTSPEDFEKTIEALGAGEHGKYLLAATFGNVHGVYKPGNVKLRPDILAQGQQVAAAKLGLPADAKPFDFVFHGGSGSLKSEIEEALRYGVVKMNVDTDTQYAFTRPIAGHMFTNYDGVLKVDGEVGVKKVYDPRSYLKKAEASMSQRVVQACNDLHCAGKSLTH
FadD28 FP inh: inhibitors of FadD28 bisubstrate probe binding, primary screen, biochemical, fluorescence polarization, single point. Mycobacterium tuberculosis FadD28 fatty-acid-AMP ligase. actives 0.22% (n = 360,000). inhibition, % at 12.5 µM; in the data active = inhibition above about 8.5%, passing the limit was not always enough
PfHsp40 rescue: rescue of yeast from PfHsp40 toxicity, primary screen, S. cerevisiae, ATP luminescence | S. cerevisiae expressing PfHsp40, growth rescue | growth rescue, % at 12.5 µM | actives 0.68% (n = 340,000); in the data active = growth rescue above about 28%, passing the limit was not always enough;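 note: yeast W303a lacking pdr1 and pdr3 grown in galactose medium; growth measured after three days at 30 °C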
Mtb UGM inh: M. tuberculosis UGM enzyme inhibitors, primary screen, biochemical, fluorescence polarization, single point | UDP-galactopyranose mutase (Mycobacterium tuberculosis (strain ATCC 25618 / H37Rv)), … | purified UGM, fluorescence polarization probe displacement | inhibition, % at 10 µM | actives 0.06% (n = 320,000) | AID 504406, 2011; in the data active = inhibition above about 10%, passing the limit was not always enough
Target sequence (P9WIQ1 whole entry, looked up): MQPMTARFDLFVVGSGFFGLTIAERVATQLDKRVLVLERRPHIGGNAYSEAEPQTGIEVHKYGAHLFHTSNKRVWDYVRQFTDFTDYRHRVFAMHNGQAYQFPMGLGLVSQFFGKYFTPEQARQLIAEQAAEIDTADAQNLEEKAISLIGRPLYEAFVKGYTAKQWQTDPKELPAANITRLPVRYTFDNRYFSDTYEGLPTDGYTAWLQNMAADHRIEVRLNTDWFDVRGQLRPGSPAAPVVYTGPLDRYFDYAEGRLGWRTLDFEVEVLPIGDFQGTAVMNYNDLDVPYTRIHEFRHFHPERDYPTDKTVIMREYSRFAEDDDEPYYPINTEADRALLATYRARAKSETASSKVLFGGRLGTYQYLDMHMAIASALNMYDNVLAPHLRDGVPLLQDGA
GDH-TPI inh: GDH-TPI coupling enzyme inhibitors, primary screen, artefact control for M. tuberculosis FBA inhibitor project, biochemical, absorbance, full deck | GDH-TPI coupled enzyme counterscreen, NADH absorbance | inhibition, % at 4.8 µM | actives 1.2% (n = 360,000) | AID 588335, 2011; in the data active = inhibition above about 30%;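 note: 0% = DMSO wells and 100% = wells lacking the enzyme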
BioA inh: M. tuberculosis BioA enzyme inhibitors, primary screen, biochemical, plate reader, single point, HTS; actives 0.096% (n = 360,000); 7,8-diaminopelargonic acid synthase BioA (Mycobacterium tuberculosis); AID 602481, 2012; purified M. tuberculosis BioA enzyme; inhibition, % at 9.99 µM; in the data active = inhibition above about 40%
Y pestis TopoI: Yersinia pestis topoisomerase I inhibitors, primary screen, biochemical, cleavage product accumulation, plate reader, single point. Y. pestis Topo-I cleavage product accumulation. DNA topoisomerase I (Yersinia pestis CO92). activity, % at 10 µM. actives 0.064% (n = 360,000); in the data active = activity above about 50%, passing the limit was not always enough; note: inactives centre near 2
BH1578 lux ind: inducers of Vibrio cholerae quorum light production without autoinducers, primary screen, BH1578 luxS cqsA deficient, single point | V. cholerae BH1578 lux reporter, luminescence, 6 h | activation, % at 18.7 µM | actives 0.16% (n = 350,000) | AID 588436, 2011; in the data active = activation mostly above about 9.7%, no sharp cut-off; note: not every result past the cut was called active; inactives centre near 0; reference of the scale not given here
TcdB GH inh: TcdB glycohydrolase inhibitors, primary screen, biochemical, single point, plate reader; Toxin B (Clostridioides difficile), P18177; TcdB glycohydrolase enzymatic assay; inhibition, % at 9.99 µM; actives 0.24% (n = 350,000); in the data active = inhibition above about 10%
An asterisk follows results filed as active; i = inactive; / = not tested or not shown; & = joins results of further samples.

SMILES | FBA Mtb inh | FadD28 FP inh | PfHsp40 rescue | Mtb UGM inh | GDH-TPI inh | BioA inh | Y pestis TopoI | BH1578 lux ind | TcdB GH inh
CCOc1ccc2nc(N3CCC(C(=O)N4CCC5(CC4)OCCO5)CC3)sc2c1 | 1 | 0.8 | 0.4 | -0.4 | 17 | -2.7 | -6 | -0.3 | /
CN(C)c1cccc(C(=O)NCCCn2ccc3ccccc32)c1 | 4 | -0.8 | 1.5 | -1.9 | -2 | 2.6 | 13 | -0.1 | 0.7
COc1ccc(OC(C)C(=O)NC2CC(C)(C)NC(C)(C)C2)cc1 (configuration not stated) | -4 | -3.0 | -1.7 | 1.3 | -11 | 0.5 | -5 | -0.6 | /
COc1ccccc1NC(=O)CSc1nnc(CC(=O)Nc2cccc(C(F)(F)F)c2)n1C | 0 | -4.2 | 0.2 | -0.2 | -3 | -1.6 | 7 | 2.4 | /
CCOC(=O)c1ccc(NC(=O)c2cc(=O)[nH]c3ccccc23)cc1 | -3 | -3.2 | 0.4 | -1.2 | 7 | / | 4 | -1.9 | 1.5
CCN(C(=O)CN1CCOCC1)c1c(N)n(Cc2ccccc2)c(=O)[nH]c1=O | -1 | 0.2 | -0.6 | -1.4 | 0 | -0.1 | 1 | 6.7 | 0.3
NC(=O)Nc1ccc(C(=O)OCC(=O)c2c[nH]c3ccccc23)cc1 | 0 | -0.2 | 0.1 | -5.2 | 6 | -1.9 | -13 | i | 1.0
Cc1c(Cl)cccc1N=Cc1ccc([N+](=O)[O-])s1 | 0 | -2.0 | 22 | -0.4 | 10 | -0.6 | -3 | i | /
CSc1ccc(/C=N/NC(=O)C[n+]2ccccc2)cc1 | 3 | / | -0.6 | 0.4 | 14 | -0.7 | 6 | -0.5 | -1.1
CN(C)S(=O)(=O)c1cccc(NC(=S)NC2CCCCC2)c1 | 5 | -2.9 | -0.1 | 1.6 | -1 | / | -3 | -0.3 | 3.3
C=CCN(c1ccccc1)S(=O)(=O)c1cccc(C(=O)NCC(c2cccs2)N2CCOCC2)c1 (configuration not stated) | 2 | -1.2 | -0.7 | 0.1 | -6 | / | -4 | -5.3 | 3.6
COc1cc(CNCCN(C)C)c(Br)cc1OCC(=O)NCc1ccccc1 | 1 | -0.3 | -0.5 | 0.9 | 6 | / | 1 | i | /
O=C(N/N=C/c1cc([N+](=O)[O-])cc([N+](=O)[O-])c1O)C(O)(c1ccccc1)c1ccccc1 | -13 | / | -0.8 | 5.6 | 4 | 2.0 | -9 | i | 1.9
CCOc1ccc(NC(=O)CN2C(=O)NC(CCc3ccccc3)C2=O)cc1OCC (configuration not stated) | -1 | -2.2 | 1.1 | 0.1 | 3 | / | -6 | -1.9 | 0.8
COc1ccc([C@H]2CC(=O)C=C(c3cccc(C#N)c3)C2)cc1 | 1 | -3.8 | 3.0 | 0.0 | 3 | 4.5 | -6 | -0.5 | 9.5
CCOc1ccc(CNC(=O)C2CCN(S(=O)(=O)N3CCC(C)CC3)CC2)cc1OC | 2 | 0.6 | / | / | 9 | -3.4 | -4 | 0.8 | -2.0
CC(C(=O)N1CCOCCOCCOCCOCCOCC1)N1C(=O)c2ccccc2C1=O (configuration not stated) | 1 | -2.4 | -0.8 | 1.4 | 14 | / | 3 | 1.0 | -0.7
O=C(Cc1ccc([N+](=O)[O-])cc1)c1ccc(O)cc1O | 1 | 1.3 | -0.6 | 0.5 | 51* | 0.5 | 0 | 3.7 | -0.9
CC[N+](C)(CC)CC(O)COCC1COc2ccccc2O1 (configuration not stated) | 3 | -1.4 | 0.0 | -0.3 | -3 | 3.9 | -4 | i | /
Cn1c(SCC(=O)Nc2ccc3cn[nH]c3c2)nnc1-c1cccs1 | 1 | -0.1 | 2.4 | 5.3 | 9 | -0.1 | 0 | / | /
CCN(CC)S(=O)(=O)c1ccc2c(c1)N(CC(=O)N1CCC(C(N)=O)CC1)C(=O)CO2 | -1 | 0.1 | 1.7 | 1.0 | 8 | -2.0 | 2 | -0.5 | 1.2
COc1ccc(CCC(=O)OCc2csc(CC(=O)Nc3ccccc3C)n2)cc1 | 0 | -1.5 | -0.2 | 0.5 | -5 | -1.7 | 15 | 0.2 | -0.4
Cc1c(NC(=O)c2ccccc2)cccc1[N+](=O)[O-] | -4 | -1.1 | -1.7 | -0.4 | 2 | -1.1 | 7 | -1.3 | /
Cc1ccccc1C(=O)NCC(=O)OC(C)C(=O)NC(C)CCc1ccccc1 (configuration not stated) | -7 | / | -1.2 | 0.5 | 9 | -1.4 | 2 | 3.4 | 0.2
O=C(Nc1cccc(S(=O)(=O)N2CCCCC2)c1)c1cc(=O)[nH]c2ccccc12 | -1 | -2.8 | 0.3 | 4.6 | 11 | / | 5 | / | 0.0

Profiles as entered above. Order of screens: FBA Mtb inh	FadD28 FP inh	PfHsp40 rescue	Mtb UGM inh	GDH-TPI inh	BioA inh	Y pestis TopoI	BH1578 lux ind	TcdB GH inh
`CCOc1ccc(NC(=O)CN2C(=O)NC(CCc3ccccc3)C2=O)cc1OCC` (configuration not stated) as listed: -1	-2.2	1.1	0.1	3	/	-6	-1.9	0.8
`CCOC(=O)c1ccc(NC(=O)c2cc(=O)[nH]c3ccccc23)cc1` as listed: -3	-3.2	0.4	-1.2	7	/	4	-1.9	1.5
`CCOc1ccc2nc(N3CCC(C(=O)N4CCC5(CC4)OCCO5)CC3)sc2c1` as listed: 1	0.8	0.4	-0.4	17	-2.7	-6	-0.3	/
`O=C(Nc1cccc(S(=O)(=O)N2CCCCC2)c1)c1cc(=O)[nH]c2ccccc12` as listed: -1	-2.8	0.3	4.6	11	/	5	/	0.0

Next part
SMILES | FBA Mtb inh | FadD28 FP inh | PfHsp40 rescue | Mtb UGM inh | GDH-TPI inh | BioA inh | Y pestis TopoI | BH1578 lux ind | TcdB GH inh
Cc1csc(=Nc2ccc(S(=O)(=O)N3CCOCC3)cc2)n1Cc1ccco1 | -1&17 | -1.0&0.1 | -1.5&0.2 | 0.8 | 15&14 | 6.3&1.3 | 15&29 | -3.4&-0.6 | 0.1
CCN(CC)C(=O)[C@H]1CC(CC(=O)NCc2ccc(OC)c(OC)c2)C(=O)N2CCc3c([nH]c4ccccc34)[C@]12C (some centres not stated) | 5 | -0.5 | -0.5 | 0.8 | -2 | 0.6 | 23 | -1.5 | 1.2
O=C(COC(=O)c1cccc(S(=O)(=O)N2CCOCC2)c1)Nc1ncc(C(F)(F)F)cc1Cl | 4 | 0.5 | 0.1 | -2.4 | 5 | 0.2 | -3 | -0.3 | /
O=C(NCc1ccco1)c1ccc(Cl)nc1 | 0 | 0.1 | -1.1 | -4.2 | 14 | 0.1 | 10 | -0.2 | 0.3
COc1cc(C(=O)N[C@H](C(=O)NC2CCCCCC2)C(C)C)cc(OC)c1OC | 1 | -2.3 | -0.6 | 2.8 | 2 | -1.2 | -7 | i | /
O=C(Cc1ccccc1)NC1CCS(=O)(=O)C1 (configuration not stated) | 0 | -2.4 | -1.3 | 1.8 | -4 | -1.5 | -3 | i | /
O=C(NCc1cccnc1)c1ccc(NC(=O)c2ccco2)cc1 | -13 | -3.9 | 0.0 | -1.3 | -2 | -0.8 | -4 | i | /
C/[N+]([O-])=C1\Cc2ccccc2C1=O | -4 | -4.2 | -0.1 | 1.1 | 5 | -1.6 | -2 | -0.9 | /
Cc1cc(C)cc(NC(=O)CN(c2ccc(F)cc2)S(C)(=O)=O)c1 | 0 | -1.0 | -0.9 | -2.2 | 1 | / | 0 | -0.2 | 1.5
CN1CCN(NC(=O)c2cc(Br)ccc2Cl)CC1 | 7 | -1.5 | 0.5 | -0.4 | 4 | 2.7 | -13 | -0.2 | -0.5
O=C(c1ccccc1)N1N=C(c2ccco2)CC1c1cccs1 (configuration not stated) | -4 | -1.8 | -1.0 | 3.5 | 1 | / | 1 | i | -1.2
CC(C)(C)c1cc(N2CCOCC2)n2ncc(-c3ccccc3)c2n1 | 6 | / | -0.6 | 1.4 | -1 | 21 | -4 | i | 1.2
COc1ccc(C(=O)O)cc1S(=O)(=O)Nc1ccc(C)cc1 | 1 | -0.6 | -0.2 | -1.2 | 1 | / | -6 | -0.2 | 0.9
COc1ccc(CN(C)C(=O)Cn2ccsc2=N)cc1OC | 0 | -1.0 | 0.8 | -1.0 | -1 | -1.0 | -2 | i | -0.9
COc1ccc(OC)c(/C=C/C(=O)OCC(=O)NCc2ccccc2)c1 | 6 | -4.1 | -1.3 | -0.6 | 17 | / | 14 | / | -1.2
c1ccc(-c2csc(Nc3ccccn3)n2)cc1 | -1 | 1.6 | 5.6 | -0.5 | 7 | -0.1 | -4 | -0.7 | 0.2
CCCCCCN1C[C@@H](n2cc(-c3ccc(F)cc3)nn2)[C@H](O)C[C@@H]1c1ccccc1 | -1 | -4.7 | / | / | -5 | 0.7 | 40 | -0.4 | 0.2
CC(C)CCn1c(Oc2ccc(Cl)cc2)nc2c1c(=O)n(C)c(=O)n2C | -3 | -1.5 | 0.6 | 1.0 | 5 | / | -11 | i | /
O=C(NCC1CCCO1)C1CC1(c1ccccc1)c1ccccc1 (configuration not stated) | 0 | -0.7 | -0.9 | 1.1 | 0 | / | -4 | 0.5 | -0.1
CCN1CCN(C/C(C)=C/c2ccccc2)CC1 | -5 | -4.0 | -0.3 | -1.9 | -1 | -0.6 | 2 | -0.5 | -0.1
COC(=O)c1ccccc1NC(=O)N1CSC[C@H]1C(=O)OC | 2 | -0.6 | 0.1 | 2.0 | 1 | -1.1 | -2 | i | /
CCCCNC(=O)C1CCN(Cc2ccccn2)CC1 | 1 | -5.0 | -0.7 | -0.8 | -7 | -0.4 | 4 | -0.3 | /
CC(=O)Nc1cccc2c1C(=O)N(c1ccccc1C)C2=O | 0 | -0.9 | 1.0 | -0.4 | 17 | -1.8 | 0 | -0.2 | 0.4
CCn1c(SCC(=O)NC(C)C)nnc1-c1cccs1 | 1 | 0.8 | 0.5 | 0.7 | 9 | -1.7 | 2 | 17* | /
COCCn1c(C)cc(/C=C2/NC(=O)N(c3ccc(Cl)cc3)C2=O)c1C | -2 | -1.1 | -1.0 | 3.4 | 2 | -0.9 | 0 | -0.2 | 0.2
(next part)
SMILES | FBA Mtb inh | FadD28 FP inh | PfHsp40 rescue | Mtb UGM inh | GDH-TPI inh | BioA inh | Y pestis TopoI | BH1578 lux ind | TcdB GH inh
Cc1ccc(NC(=O)c2ccc3c(c2)CCN3S(C)(=O)=O)cc1 | -3 | -4.5 | / | / | 4 | -0.7 | 5 | i | 1.5
O=C(/C=C/c1cccc([N+](=O)[O-])c1)NCc1ccccc1 | -2 | 0.9 | -1.3 | 0.4 | -1 | / | 2 | -0.3 | 1.3
Cc1cccnc1NC(=O)c1ccc2c(c1)OCCO2 | 0 | -0.5 | -0.3 | 0.4 | 3 | / | 7 | i | 2.1
COc1cc(-c2nc(Cc3c(F)cccc3Cl)no2)cc(OC)c1OC | 2 | -0.5 | -1.4 | -3.1 | 6 | 0.3 | 1 | -0.5 | /
CCOC(=O)c1cc(C(=O)NNC(=O)c2cccc([N+](=O)[O-])c2)c(C)nc1C | -1 | 1.9 | -0.5 | / | 8 | -0.1 | -1 | i | -1.2
O=C(O)c1cc(=O)n(Cc2ccccc2)c(=O)[nH]1 | 3 | / | -1.4 | 1.8 | -5 | -0.4 | 6 | i | -1.3
O=C(Nc1ccc2ccccc2c1)/C(=C/c1cccc(Br)c1)NC(=O)c1ccco1 | -1 | -3.1 | 1.7 | -5.3 | 9 | / | 8 | -0.8 | 1.3
O=C1CN(C(=O)/C=C/c2cccc(Cl)c2)c2ccccc2N1 | 3 | -2.6 | -1.4 | 0.1 | 17 | / | 31 | -0.4 | 2.4
CCS(=O)(=O)N1CCN(c2ccnc3cc(Cl)ccc23)CC1 | -1 | -1.4 | 1.2 | 4.6 | -3 | 1.6 | 0 | -0.1 | 0.0
